Fh CTSL1 inh: Fasciola hepatica cathepsin L1 inhibitors, primary screen, counter-screen for PFM18AAP inhibitor project, biochemical, QFRET, fluorogenic peptide substrate | recombinant F. hepatica cathepsin L1, Z-Leu-Arg-MCA fluorescence | inhibition, % at 5.96 µM | actives 0.49% (n = 300,000) | AID 1906, 2009;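 active = inhibition above the mean of all tested compounds plus 3 SD, set per screening campaign, cut at about 17% in these data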;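 note: 0% = plate median of test compound wells and 100% = 1 µM Z-Phe-Ala-diazomethylketone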
Efflux pump mplx: inhibitors of Candida efflux pumps in yeast, primary screen, S. cerevisiae, Nile Red, multiplex; S. cerevisiae Candida pump triplex; inhibition, % at 10 µM; actives 0.44% (n = 330,000); AID 485275, 2010;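 active = plate passing quality check with inhibition over a set limit, or well fluorescence over plate mean plus 4 SD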;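 note: Nile Red retained in pooled yeast measured as flow cytometry median fluorescence; 0% = buffer negative control and 100% = Enniatin B positive control; higher means more Nile Red kept so more efflux inhibition; some compounds called inactive have numbers as strong as hits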
proCasp7 act: procaspase-7 activators, primary screen, counter-screen for procaspase-3 activator project, biochemical, absorbance, HTS, human; AID 463210, 2010; actives 0.093% (n = 330,000); recombinant procaspase-7, Ac-DEVD-pNA absorbance 405 nm; D23A/D198A/D206A triple mutant, cannot self-cleave; scale: DMSO 0, 5 µM enzyme 100; Caspase-7 (Homo sapiens), P55210; activation, % at 8.5 µM;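 active = percent activation above the screen-wide mean plus 3 SD, cut at about 25% in these data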
Target sequence (P55210 whole entry D23A/D198A/D206A): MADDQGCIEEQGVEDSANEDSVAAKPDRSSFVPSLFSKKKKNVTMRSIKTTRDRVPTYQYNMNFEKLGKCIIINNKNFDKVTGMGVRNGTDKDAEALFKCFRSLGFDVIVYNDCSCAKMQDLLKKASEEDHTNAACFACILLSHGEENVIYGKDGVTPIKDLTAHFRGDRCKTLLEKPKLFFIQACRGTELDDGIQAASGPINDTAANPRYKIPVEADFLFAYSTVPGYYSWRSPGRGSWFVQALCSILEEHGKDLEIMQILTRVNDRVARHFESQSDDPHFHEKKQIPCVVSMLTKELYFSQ
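Detection: p-Nitroaniline absorbance at 405 nm, read at 0 and 120 min; system: Uncleavable procaspase-7 mutant enzyme; evaluation: % activation from two-timepoint absorbance difference, scaled to controls; times: 1 h enzyme–compound preincubation and 2 h substrate reaction, both 25 °C; buffer or medium: Zinc-free HEPES pH 7.4 with 300 mM NaCl, 0.01% Triton X-100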
PP1 counter: PP1-alpha phosphatase inhibitors, primary screen, counter-screen for PP5 inhibitor project, biochemical, fluorescence, OMFP substrate, single point | purified PP1alpha | inhibition, % at 6.7 µM | actives 0.9% (n = 320,000) | AID 2235, 2010;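 active = inhibition above the mean inhibition of all tested compounds plus 3 SD, computed separately for each screening campaign, cut at about 15% in these data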
Target sequence (P62136 whole entry, looked up): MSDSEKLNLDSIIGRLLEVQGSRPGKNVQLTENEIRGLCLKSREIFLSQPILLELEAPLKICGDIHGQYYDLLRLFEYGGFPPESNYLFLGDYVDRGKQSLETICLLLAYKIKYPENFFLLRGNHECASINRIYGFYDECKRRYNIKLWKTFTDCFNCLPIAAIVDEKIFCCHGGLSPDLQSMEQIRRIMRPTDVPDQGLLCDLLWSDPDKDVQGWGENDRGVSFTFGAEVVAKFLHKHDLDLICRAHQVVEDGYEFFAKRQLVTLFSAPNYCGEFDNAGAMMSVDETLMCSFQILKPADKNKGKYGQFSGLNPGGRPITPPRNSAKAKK
JMJD2C inh: inhibitors of GASC-1 histone demethylase, primary screen, biochemical, fluorescence, DELFIA europium; Lysine-specific demethylase 4C (Homo sapiens), Q9H3R0; GST-JMJD2C(1-420) H3K9me3 demethylation; inhibition, % at 2.35 µM; actives 0.069% (n = 330,000); AID 2099, 2009;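 active = more than half of a compound's replicate wells show inhibition beyond 50%, single wells judged on their own value; inconclusive = some, but no more than half, of replicates pass 50% inhibition; inactive = no replicate passes 50% inhibition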;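 note: signal counts dimethyl H3K9 product captured on neutravidin plate; 0% = median of DMSO wells and 100% = 0.3 times that DMSO median; strong numbers were not always called active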
core dimer inh: inhibitors of HCV core protein dimerization, primary screen, biochemical, TR-FRET, high-throughput | TR-FRET GST/Flag-core106 dimerization, 1536-well | inhibition, % at 5 µM | actives 0.33% (n = 300,000) | AID 1899, 2009;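 active = inhibition above the mean of all tested compounds plus 3 SD, set per screening campaign, cut at about 45% in these data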
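Assay system: Tagged HCV core106 pair (GST and Flag) | Buffer or medium: KF-containing HEPES buffer, pH 7.45, DTT, CHAPS, BSA | Also added: Eu donor and XL665 acceptor anti-tag antibodies | Dosing: One concentration, 5 µM, in 0.5% DMSO | Timing: 4 h at 22.5 °C | Technique: TR-FRET 671 and 617 nm emission | Repeats: Singlicate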
PP5 primary: PP5 phosphatase inhibitors, primary screen, biochemical, fluorescence; inhibition, % at 6.7 µM; actives 0.18% (n = 320,000); Serine/threonine-protein phosphatase 5 (Homo sapiens), P53041; AID 1987, 2009; purified PP5c, OMFP substrate fluorescence;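 active = inhibition above the campaign's mean inhibition across all tested compounds plus 3 SD, cut at about 9.5% in these data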;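 note: 0% = DMSO only and 100% = 100 µM cantharidin control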
TPT1 inhibitor: Candida albicans TPT1 enzyme inhibitors, primary screen, biochemical, fluorescence polarization; actives 0.81% (n = 300,000); recombinant caTPT1, FP RNA substrate dephosphorylation; AID 1962, 2009; tRNA 2'-phosphotransferase TPT1 (Candida albicans SC5314); inhibition, % at 5 µM;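 active = inhibition above the mean of all tested compounds plus 3 SD, set per screening campaign, cut at about 24% in these data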;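 note: plate controls were DMSO alone for no effect and ferristatin control at 100 nM for full effect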
procasp3 activ: activators of human procaspase-3 D3A mutant, primary screen, biochemical, absorbance, PC-3 D3A mutant, single concentration. Caspase-3 (Homo sapiens), P42574. actives 0.11% (n = 330,000). recombinant procaspase-3 D3A, Ac-DEVD-pNA absorbance 405 nm. activation, % at 8.5 µM;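 active = activation above the mean of all tested compounds plus 3 SD, cut at about 21% in these data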;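 note: 0% = DMSO alone and 100% = DMSO wells spiked with extra 5 µM PC-3 D3A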
Target sequence (P42574 whole entry D9A/D28A/D175A): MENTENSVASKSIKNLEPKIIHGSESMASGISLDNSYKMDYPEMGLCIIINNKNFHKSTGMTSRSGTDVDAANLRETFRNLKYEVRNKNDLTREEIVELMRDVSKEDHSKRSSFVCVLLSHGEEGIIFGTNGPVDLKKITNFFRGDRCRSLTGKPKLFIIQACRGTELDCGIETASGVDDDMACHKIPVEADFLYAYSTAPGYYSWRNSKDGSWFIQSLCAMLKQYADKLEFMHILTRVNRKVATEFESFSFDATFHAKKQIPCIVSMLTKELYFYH
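assay system = Procaspase-3 D3A mutant | signal = absorbance at 405 nm, 0 and 120 min | times = 1 h preincubation plus 2 h reaction at 25 °C | repeats = single replicate | read-out = % activation between DMSO and enzyme-spiked controls | medium = Zinc-free HEPES saline buffer with Triton X-100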
The depositor's hits bear a star; u = inconclusive; x = not tested or not shown; & = joins results of further samples. Compounds were not picked by outcome (roughly 2.9% active in at least one column).

canonical_smiles	Fh CTSL1 inh	Efflux pump mplx	proCasp7 act	PP1 counter	JMJD2C inh	core dimer inh	PP5 primary	TPT1 inhibitor	procasp3 activ
Fc1ccc(NC(=S)NC2CC3CCCC(C2)N3Cc2cccs2)cc1 (stereo unspecified)	-6	0.0	-8	-6	-2	2	2.6	4	5
Cc1cc(C)c(O)c(-c2cc(C(=O)NCCc3ccc(S(N)(=O)=O)cc3)[nH]n2)c1	3	-0.2	4	0	-1	-4	5.3	1	-3
COc1ccc(Nc2nc(=O)[nH]nc2C)cc1	-2	0.0	5	0	-24	-7	-0.2	3	-4
CC1CC(NC(=O)/C(C#N)=C/c2ccc[nH]2)CC(C)(C)C1 (stereo unspecified)	1	-0.1	8	1	u	-3	0.1	-5	5
Cc1cccc(NC(=O)CSc2nc3c(c(=O)[nH]2)CCCC3)c1C	-4	0.0	7	-4	-8	-6	1.3	1	-4
N#C/C(=C\c1ccc(O)c(Br)c1)C(=O)N1CCCCC1	0	0.1	-8	-1	-1	-10	1.5	-1	1
COCCn1c(SCC(=O)NC2CCCCC2)nnc1-c1ccncc1	-1	-0.2	8	2	14	-10	1.9	2	2
O=C(NCc1ccco1)C(Cc1ccccc1)N1C(=O)C2C3C=CC(C3)C2C1=O (stereo unspecified)	20*	0.0	-4	2	-7	30	2.9	-2	1
O=C(Nc1cc(Sc2nc3ccccc3s2)cc([N+](=O)[O-])c1)c1cccc(F)c1F	1	-0.4	-1	-8	1	1	-3.3	-1	-10
COc1cccc(C(=O)Nc2cc3c(cc2C(C)=O)OCCO3)c1	7	-0.3	4	-1	25	-2	1.5	0	3
CNC(=O)C(=O)NCC1OCCCN1S(=O)(=O)c1ccc2c(c1)OCCO2 (stereo unspecified)	9	-0.1	-6	-9	-3	-4	-1.8	-3	-1
COc1ccc(CCNC(=O)CC2SC(=NCCC(C)C)NC2=O)cc1OC (stereo unspecified)	-2	0.1	-28	-1	2	-3	-0.2	-1	-35
Cc1nn(C)c2ncc(C(=O)c3ccccc3O)cc12	3	0.0	1	-5	4	-5	1.7	-2	4
C[C@H](NC(=O)c1[nH]cnc1C(=O)Nc1nccs1)c1ccccc1	x	0.0	14	-1	0	x	1.1	x	-4
COc1ccccc1N1CCN(c2cc(C)nc3nc(C)nn23)CC1	10	-0.1	3	0	-14	1	0.1	0	1
Cc1ccc(C(=O)c2cc([N+](=O)[O-])ccc2N2CCCCC2)cc1C	0	0.7	-4	2	-8	-2	2.1	2	-5
c1ccc(-c2ccccc2OCCCN2CCCCC2)cc1	-3	0.0	-3	3	9	-10	0.8	1	2
C=CCNC(=O)C1CCN(c2c([N+](=O)[O-])cc(C(F)(F)F)cc2[N+](=O)[O-])CC1	0	0.0	12	-1	-1	3	-0.2	-4	0
CCOc1ccc(Nc2nc3c(C)cccc3cc2C#N)cc1	1	0.1	-2	-2	4	-3	0.4	12	-1
Cc1cc(NS(=O)(=O)c2ccc(NC(=O)CCSc3ccc(F)cc3)cc2)nc(C)n1	-3	0.1	-1	-1	-5	1	0.6	0	4
CC1=C(c2ccc(C)cc2)[N+](=O)C(C)(C)N1[O-]	-4	-0.1	-1	-2	6	4	2.0	-5	3
Cc1ccc2c(COC(=O)c3ccc(NC(=O)CC#N)cc3)cc(=O)oc2c1C	0	-0.1	13	6	-22	16	1.0	5	-4
Cc1cc(C(=O)NNS(=O)(=O)c2cccc(Cl)c2)nn1C(C)(C)C	2	-0.1	5	-1	0	1	-1.5	0	-12
CC(=O)c1oc2ccccc2c1N	0	-0.1	4	-4	-6	-5	1.8	1	11
CCOC(=O)c1ccc(NC(=O)N2CCN(C3CCCCC3)CC2)cc1	0	0.0	-3	-1	-7	-7	1.1	0	3
CNC(=O)c1ccsc1NC(=O)CS(=O)(=O)c1ccc(Cl)cc1	11	0.0	0	-5	29	-5	-1.4	0	5
CC(=O)N[C@@H](Cc1c[nH]c2ccccc12)C(=O)NCCc1ccc(S(N)(=O)=O)cc1	3	-0.3	5	-2	4	-9	-0.1	-6	4
O=C(CN1CCN(c2ccc(F)cc2)CC1)OCc1ccccc1	-4	0.0	1	-2	-5	-4	1.4	0	6
Cc1nnc(SCC2=C(C(=O)O)N3C(=O)C(NC(=O)COc4ccc(F)cc4)C3SC2)s1 (stereo unspecified)	x	0.3	-31	0	-13	x	-0.2	x	-5
O=C1CCCCN1CCCC(=O)N1CCCC(Nc2ccccc2)C1 (stereo unspecified)	-4	-0.1	-2	-1	x	-11	1.6	0	6
CCn1c(/C=C/N(C(C)=O)c2ccccc2)[n+](CC)c2ccc(Cl)cc21	2	-7.3	-7	6	6	-15	3.3	-3	-4
CN1CC[n+]2c(CN3C(=O)c4ccccc4C3=O)csc21	3	0.0	-12	-4	0	-3	-1.2	-1	-8
Cc1ccc2[nH]c(=O)c3cc(C(=O)N(C)c4ccc(C)c(C)c4)sc3c2c1	5	0.0	3	-1	-1	15	-0.6	2	3
O=C1c2ccccc2NC(c2ccc(O)cc2)N1Cc1ccco1 (stereo unspecified)	5	0.3	-1	2	-1	-1	1.9	2	-13
CC(C)C[C@@H](CO)N1CCN(Cc2ccc([N+](=O)[O-])cc2)CCC1=O	-1	0.0	-8	1	-7	-7	3.6	-2	0
Cc1ccc2cc(CN(C(=O)c3ccco3)c3cccc(C)c3C)c(=O)[nH]c2c1	2	-0.1	-17	4	0	7	-0.6	0	1
CC(C)OCCCN(C)C1CCN(S(=O)(=O)c2ccc(-c3ccc(=O)[nH]n3)s2)CC1	0	0.2	9	-1	-3	-2	1.9	1	6
CC1CCCCN1C(=O)c1ccc(OC2CCN(S(=O)(=O)N(C)C)CC2)cc1 (stereo unspecified)	-2	0.0	4	1	2	-2	-1.4	-1	4
N#CC1=C(N)NC(SCC(=O)c2ccc(Br)cc2)=C(C#N)C12CCCCC2	4	0.0	6	8	1	5	7.6	2	5
CCOC(=O)C1=C(CS(=O)(=O)c2ccc(F)cc2)NC(=O)NC1c1cc(OC)c(O)c(OC)c1 (stereo unspecified)	-4	0.0	1	1	41	2	1.2	-3	4

Entries shown so far that contain an aryl thioether with sulfur outside any ring:
canonical_smiles	Fh CTSL1 inh	Efflux pump mplx	proCasp7 act	PP1 counter	JMJD2C inh	core dimer inh	PP5 primary	TPT1 inhibitor	procasp3 activ
Cc1cccc(NC(=O)CSc2nc3c(c(=O)[nH]2)CCCC3)c1C	-4	0.0	7	-4	-8	-6	1.3	1	-4
COCCn1c(SCC(=O)NC2CCCCC2)nnc1-c1ccncc1	-1	-0.2	8	2	14	-10	1.9	2	2
O=C(Nc1cc(Sc2nc3ccccc3s2)cc([N+](=O)[O-])c1)c1cccc(F)c1F	1	-0.4	-1	-8	1	1	-3.3	-1	-10
Cc1cc(NS(=O)(=O)c2ccc(NC(=O)CCSc3ccc(F)cc3)cc2)nc(C)n1	-3	0.1	-1	-1	-5	1	0.6	0	4
Cc1nnc(SCC2=C(C(=O)O)N3C(=O)C(NC(=O)COc4ccc(F)cc4)C3SC2)s1 (stereo unspecified)	x	0.3	-31	0	-13	x	-0.2	x	-5

Profiles, looked up by structure. Order of screens: Fh CTSL1 inh	Efflux pump mplx	proCasp7 act	PP1 counter	JMJD2C inh	core dimer inh	PP5 primary	TPT1 inhibitor	procasp3 activ
Cc1ccc2[nH]c(=O)c3cc(C(=O)N(C)c4ccc(C)c(C)c4)sc3c2c1 as listed: 5	0.0	3	-1	-1	15	-0.6	2	3
CC(C)OCCCN(C)C1CCN(S(=O)(=O)c2ccc(-c3ccc(=O)[nH]n3)s2)CC1 as listed: 0	0.2	9	-1	-3	-2	1.9	1	6

Next records:
canonical_smiles	Fh CTSL1 inh	Efflux pump mplx	proCasp7 act	PP1 counter	JMJD2C inh	core dimer inh	PP5 primary	TPT1 inhibitor	procasp3 activ
COc1ccc(C(CC(=O)Nc2nccs2)C(C)C)cc1 (stereo unspecified)	3	0.2	9	-1	4	-4	3.9	0	0
Cc1ccsc1CN(C)CC(=O)NCC(=O)Nc1ccc(F)c(F)c1F	x	0.0	-1	x	-7	x	x	x	2
Cc1ccc(CNC(=O)[C@H](Cc2ccccc2)NC(=O)C2CCNCC2)cc1	-3	0.1	6	2	-9	2	0.3	0	6
CCOc1ccccc1NC(=O)C(CC(C)C)NC(=O)C1CCC(C)CC1 (stereo unspecified)	12	0.0	-2	-1	21	0	0.1	-5	-2
CC(=O)c1cccc(NC(=S)N2CCN(CCN3C(=O)c4cccc5cccc(c45)C3=O)CC2)c1	-4	0.0	2	-4	-2	1	-0.2	-3	-4
O=C(c1ccc2c3c(cccc13)CC2)C1CCCN(C(=O)c2cc[n+]([O-])cc2)C1 (stereo unspecified)	-2	0.2	1	-6	11	-5	3.8	4	-13
O=C(c1ccc(Br)o1)N(c1ccc(Br)cc1)C1C=CS(=O)(=O)C1 (stereo unspecified)	1	0.0	-4	2	10&11	-6	0.7	2	6
Nc1ccccc1-c1nnc(SCc2ccccc2F)[nH]c1=O	-2	-0.1	-9	7	-5	-1	2.6	4	-1
O=C(Cc1ccccc1)NCC(=O)OCC(=O)c1ccc(Cl)c([N+](=O)[O-])c1	-5	0.1	-13	0	0	8	0.6	5	-3
O=C(NCc1ccco1)c1csc2c1CCCCC2	0	-0.1	-11	-2	20	-8	1.7	-5	5
CCOc1ccc(C(=O)NCC(=O)OCCCOC(=O)CNC(=O)c2ccc(OCC)cc2)cc1	0	0.0	4	1	22	7	1.1	-2	-11
Cn1nnnc1SCC(=O)c1ccc2c(c1)OCCO2	-2	0.0	-2	-2	8	-3	1.0	0	0
